Pf Dd2 inh = Plasmodium falciparum Dd2 growth inhibition. P. falciparum Dd2 growth, SYBR Green, 72 h. Potency, µM (top dose mostly 28.9 µM), without a hit: at the top dose activity, negative = inhibition, hits mostly inhibitors. 120,000 compounds, 4.3% hits; active = well fitted inhibition curve with a large enough effect; inconclusive = small, poorly fitted or top-dose-only effect; inactive = no such curve, though single readings can be large or run the other way;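 note: plate controls were DMSO vehicle for no effect and reference drug for full effect; nearly all actives have a fitted effect of over 65% in size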
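Readout: SYBR Green fluorescence, 485 nm excitation, 535 nm emission, after ~16 h lysis at 37C. Before that, Dd2-infected red cells (2.5% hematocrit) grew 72 h with compound, 29 uM top final concentration.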
Numbers without * were called inactive; i = inactive; ? = inconclusive; & = joins results of further samples; [ ] = another dose, or the depositor's remark. Potency is the fitted concentration of half-maximal effect.

structure,Pf Dd2 inh
COc1ccc(CNC(=O)CCc2c(C)nn(-c3ccc(N4CCOCC4)nn3)c2C)cc1,?
CCc1ccc(CNc2ncnc3onc(-c4ccc(Cl)cc4)c23)cc1,?
Cc1cc(Cl)ccc1NC(=O)CCCn1nc(C)c2c(C)n(-c3ccccc3)nc2c1=O,?
CCc1cc(=O)n(CC(=O)Nc2cccc(C(C)=O)c2)c(-c2cccc(F)c2)n1,i
CCOc1ccc(CNC(=O)c2cc3c(s2)-c2ccccc2OC3)cc1,20%
O=C(NCCOc1ccccc1)c1nc2c(o1)CCN(Cc1c(F)cccc1F)CC2,i
COc1cc(OC)cc(C(=O)N2CCCC(n3cc(-c4nc(C5CC5)no4)nn3)C2)c1 (stereo not drawn),i
COc1ccccc1C(=O)N1CCc2nn(Cc3ccccc3)c(=O)n2CC1,26%
O=C(NCCN1CCCCC1)c1cc2cn(C3CCCC3)cc2s1,-16%
COc1ccc(NC(=O)CN(C)S(=O)(=O)c2ccc(C(=O)N3CCOCC3)s2)cc1,13%
c1cncc(C2=NOC3(CCN(C4COC4)CC3)C2)c1,31%[44.1 µM]
CN(C)c1ccc(CN2CCn3nnc(CCC(=O)N4CCCC4)c3C2)cc1,-5%
O=C(NC1CCCc2c1[nH]c1ccccc21)c1ccc(Br)o1 (stereo not drawn),?
Cc1ccc2c(c1)N1C(=O)OC[C@@H]1CCN(Cc1cccnc1)C2,24%[44.1 µM]
CCCN(CC1CCOC1)C(=O)Cc1cccc(Cl)c1 (stereo not drawn),3%[5.79 µM]

New compounds follow:
structure,Pf Dd2 inh
O=C1NCc2ccccc2CC12CCCCN2Cc1cccc(F)c1 (stereo not drawn),-29%
CCCOc1ccc(C(=O)Nc2cccc(NC(=O)c3cccc(Cl)c3)c2)cc1,75%[activator]
O=C(COCc1cc(-c2cccs2)on1)NCc1cccc(Cl)c1,50%[activator]
Cc1ccccc1CN1C(=O)c2ccccc2Sc2ccc(C(=O)OCc3ccco3)cc21,8.9µM*
COC(=O)c1ccc(C2c3c(oc4ccccc4c3=O)C(=O)N2c2nc(C)c(C(=O)OC)s2)cc1 (stereo not drawn),73%[activator]
CCN1CCOC(=O)C1CC(=O)Nc1cc(Cl)ccc1OC (stereo not drawn),3%
CCc1nc2nccc(-c3ccc(OC)c(OC)c3)n2n1,-21%
CCCCN1C(=O)c2ccccc2C(C(=O)NCCCOC)C12CCCCC2 (stereo not drawn),-8%
CCc1noc(CC2CCOC3(CCN(S(=O)(=O)c4cccc(OC)c4)CC3)C2)n1 (stereo not drawn),-23%
O=C(CSc1nnc2scc(-c3ccccc3)n12)Nc1ccc(Cl)cc1,28%
COC(=O)c1c(NC(=O)c2nc(SCc3ccc(C)cc3)ncc2Cl)sc2c1CCCC2,59%[activator]
CCn1ncc(CN2C[C@@H](COC)[C@H](c3ccncc3)C2)c1C,?
O=c1cc2c(nn1Cc1cccc(Br)c1)CCCCC2,?
COc1ccccc1NC(=O)N1CC(C(=O)NCC2CC2)CC(c2ccccc2)C1 (stereo not drawn),i
CCC1=C(C(=O)OC)C(c2ccccc2OC)N2C(CC(=O)N3CC(C)OC(C)C3)=CSC2=N1 (stereo not drawn),?

Later entries.
structure,Pf Dd2 inh
O=c1c2nc(Nc3cccc(F)c3)ccc2ncn1Cc1ccccc1,?
COc1cc(NC(=O)Cc2noc3ccccc23)cc(OC)c1OC,?
CC[C@H]1CN(C(=O)C2CC2)CC[C@H]1CC(=O)NCc1ccccc1,15%[44.1 µM]
COCCN1CCCCCC(O)c2cc(C(=O)NCCN3CCOCC3)ccc21 (stereo not drawn),2%
Clc1cc(NCC2CCCCC2)n2nccc2n1,-7%[44.1 µM]
COC(=O)c1c(-c2cccs2)csc1NC(=O)c1ccc(Br)cc1,34%[activator]
COC(=O)c1c(N)n(-c2cc(Cl)cc(Cl)c2)c2nc3ccccc3nc12,-15%
CCOc1ccccc1CNC(=O)[C@H]1CCC[C@H]1NC(=O)c1ccc(OC)cc1,11µM*
O=C(c1nccc2ccccc12)N1C[C@@H](CO)[C@H](c2ccncc2)C1,-20%
CN(Cc1cc(C2CC2)n[nH]1)c1nccc(-c2cccnc2)n1,-25%
COc1ccc(OC)c(Nc2nc(-c3ccc(C)cc3)nc3ccccc23)c1,?
O=C(CSc1nnc(CNC(=O)c2c(F)cccc2Cl)o1)Nc1cccc(F)c1,-6%
CCCCS(=O)(=O)N1C[C@@H](COC)[C@H](C(N)=O)C1,-6%
CCN(CC)c1cc(CCC(=O)NCc2cc(F)ccc2F)ccn1,?
O=C(c1ccco1)N(Cc1cccnc1)c1nc2ccc(F)cc2s1,?

An excerpt of these results, field by field:
> COc1cc(NC(=O)Cc2noc3ccccc23)cc(OC)c1OC
- Pf Dd2 inh: ?
> CC[C@H]1CN(C(=O)C2CC2)CC[C@H]1CC(=O)NCc1ccccc1
- Pf Dd2 inh: 15%[44.1 µM]
> COCCN1CCCCCC(O)c2cc(C(=O)NCCN3CCOCC3)ccc21 (stereo not drawn)
- Pf Dd2 inh: 2%
> Clc1cc(NCC2CCCCC2)n2nccc2n1
- Pf Dd2 inh: -7%[44.1 µM]

The listing continues.
structure,Pf Dd2 inh
Cc1nn(C)c(C)c1CCC(=O)N[C@@H]1CN(Cc2ccccc2)C[C@H]1CN(C)C,?
COCC(=O)N1CCN(C(=O)NC(C)C)C[C@H]1C(=O)N[C@H](Cc1cccnc1)C(=O)OC,0%
COc1ccc(CN2C[C@@H](CO)[C@H](c3ccccn3)C2)cc1C,i
COc1ccc(NC(=O)c2sc3nc(C(F)(F)F)cc(C)c3c2N)cc1OC,-9%
Cn1ccc2c(OCC(=O)NCc3ccccc3Cl)cccc2c1=O,40%[activator]
CCc1ccc(CNC(=O)c2ccc(CS(=O)(=O)Cc3ccccc3C)o2)cc1,13%
COc1ccc(-c2nc(-c3nnn4c3COC(c3ccc(Cl)cc3)C4)no2)cc1OC (stereo not drawn),?
Cc1cccc(CSc2ncc(Cl)c(C(=O)Nc3sc4c(c3C#N)CCCC4)n2)c1,-21%
O=C(NCc1ccc(F)cc1)c1nc(-c2ccccc2)c2ccccn12,11µM*
CCOC(=O)C1CCCN(C(=O)Cn2nc(C)n3c(cc4c(OC)cccc43)c2=O)C1 (stereo not drawn),-14%
CC1C(=O)Nc2ccc(S(=O)(=O)NCc3ccc(N(C)C)cc3)cc2NC1=O (stereo not drawn),7%
Cc1noc(C)c1[S+](=O)([O-])N1CCn2cc(C(=O)NCc3ccc(Cl)nc3)nc2C1,-11%
CNC(=O)N1CCC(C2CCN(C(=O)c3ocnc3C)C2)CC1 (stereo not drawn),24%
O=C(N[C@@H]1CN(Cc2ccccc2)C[C@H]1CO)c1cccnc1,10%
COc1ccc(NC(=O)Cn2c(=O)oc3cc(S(=O)(=O)NCc4ccccc4)ccc32)c(OC)c1,8%

Given as labelled records: 4 of the compounds above.
O=C(N[C@@H]1CN(Cc2ccccc2)C[C@H]1CO)c1cccnc1
  Pf Dd2 inh: 10%
COc1ccc(NC(=O)Cn2c(=O)oc3cc(S(=O)(=O)NCc4ccccc4)ccc32)c(OC)c1
  Pf Dd2 inh: 8%
CCOC(=O)C1CCCN(C(=O)Cn2nc(C)n3c(cc4c(OC)cccc43)c2=O)C1 (stereo not drawn)
  Pf Dd2 inh: -14%
COc1ccc(-c2nc(-c3nnn4c3COC(c3ccc(Cl)cc3)C4)no2)cc1OC (stereo not drawn)
  Pf Dd2 inh: ?

Remaining list, next part:
structure,Pf Dd2 inh
Cc1sc2nc(CCN)nc(N(C)CCCCN3CCOCC3)c2c1C,i
O=C1CCN(S(=O)(=O)c2ccccc2)CCCC(C(=O)NCCc2ccccn2)CCN1 (stereo not drawn),11%
COCCN(Cc1ccsc1)Cc1cn[nH]c1-c1ccc(F)cc1,?
COC1CCC12CCN(C(=O)c1cnc(C)cn1)CC2 (stereo not drawn),21%
Cc1ccc(CNC(=O)c2cc3n(n2)CC(c2ccc(Cl)cc2)OC3)cc1 (stereo not drawn),-2%
CCOc1cc(=O)n2c(c1C(=O)Nc1cccc(F)c1C)CCCC2,2%
CCCc1cc(=O)oc2c3c(ccc12)OCN(Cc1ccc(OC)cc1)C3,10µM*
CCCN(CC1CCOC1)S(=O)(=O)c1ccc(F)cc1F (stereo not drawn),23%[5.79 µM]
COc1ccc(Cn2c(C3CCN(C(=O)c4ccc(C)cc4C)CC3)n[nH]c2=O)cc1,?
OC1(c2nc(Nc3ccc(OC(F)(F)F)cc3)n[nH]2)CCOCC1,i
Cc1ccc(CNc2ncncc2-c2nc(-c3ccccc3)no2)cc1,-29%
COc1cccc(CC(=O)N[C@H](C)c2onc(C)c2C(=O)O)c1,5%[44.1 µM]
Cc1ccc(NC(=O)N2CCCC2c2nncn2C2CCCC2)cc1F (stereo not drawn),-20%
Fc1ccccc1OCCC1CCNC1 (stereo not drawn),-8%
COc1ccccc1-c1cc2nc(C)c(CCC(=O)NC3CCCCC3)c(C)n2n1,-9%

Remaining list, next part
SMILES,Pf Dd2 inh
Cc1ccc(NC(=O)c2oc3ccccc3c2NC(=O)Cc2cccs2)cc1,0%
COCCCNC(=O)Cn1c(=O)n(-c2ccc(C)cc2)c(=O)c2c1c1cc(C)ccc1n2C,50%[activator]
CN(CCO)C[C@@H]1CN(C(=O)c2cnc3sccn3c2=O)C[C@@H]1CO,-2%
CN1C[C@H](O)C[C@H]1c1nnc2n1CCN(S(=O)(=O)c1ccc(F)cc1)CC2,5%
COc1ccc(-c2cc(C[C@@H]3CC[C@@H]4OC(=O)NC[C@H]4O3)no2)cc1,?
CCOCCn1ccc2c(OCC(=O)Nc3ccc(OC(F)(F)F)cc3)cccc2c1=O,-1%
O=C(Nc1ccc(Cl)cc1)c1ccc(Cn2ccn3nc4c(c3c2=O)CCCC4)cc1,8.9µM*
CN(C(=O)CN1C(=O)C(c2ccccc2)=NC12CCCC2)c1ccccc1,i
CN1CC(=O)N(C2CCCNCC2)Cc2c(NCC3CCCCC3)ncnc21 (stereo not drawn),0%
COc1ccccc1NC(=O)CSc1nnc(-c2cccc(Cl)c2)o1,10%
COc1ccccc1C(=O)Nc1ccc2nc(SCCOc3ccccc3C)sc2c1,?
COc1ccc(-c2cc(N3CCC(NC(=O)c4ccccn4)C3)n[nH]2)cc1 (stereo not drawn),i
O=C(c1ccccc1F)N1CCCC2(CNc3ccccc3[S+](=O)([O-])N2)C1 (stereo not drawn),-19%
CC(C)C(Nc1nc(-c2ccncc2)nc2c1cnn2C)c1nccn1C (stereo not drawn),-10%
O=C(CC1CCN(C(=O)CCC2CCCCC2)C1)NCc1ccccc1 (stereo not drawn),?
Cc1cccc(NC(=O)NCC2Cn3cccc3CN2C)c1 (stereo not drawn),?
COC(=O)[C@@H]1Cc2ncn(Cc3ccccc3)c2CN1C(=O)c1cccs1,?
CC(C)NC[C@H]1O[C@@H](CO)[C@@H](O)[C@H]1N1CCN(c2ncccn2)CC1,24%
CCC1=C(C(=O)OC)C(c2ccccc2C)N2C(CC(=O)NC3CC3)=CSC2=N1 (stereo not drawn),?
Cc1ccccc1NC(=O)Nc1ccc2nc(N3CCN(C)CC3)cc(C)c2c1,2µM*
CNC(=O)c1cc[nH]c1C1CCCN(C(=O)Cc2ccsc2)C1 (stereo not drawn),-11%
COc1ccccc1CN1CCc2ncc(C(=O)Nc3ccccc3)n2CC1,-21%[44.1 µM]
O=C(N[C@@H]1CCC[C@@H]1C(=O)NCCc1ccccc1)c1ccncc1,14%
COC[C@@H]1CN(c2cnccn2)C[C@H]1C(=O)NCc1ccccc1F,9%
COCCNc1ccc2nnc(-c3ccc(C)cn3)n2n1,-20%[44.1 µM]
CC(C)Cc1cc(C[C@@H]2C[C@H](NC(=O)C3CCCC3)C2(C)C)no1,i
O=C(Cn1c(=O)n(-c2ccc(F)cc2)c(=O)c2sc3ccccc3c21)NC1CCCCC1,25%
O=C(c1ccc(F)cc1)N1C[C@@H]2C[C@H](C1)c1ccc(-c3cncnc3)c(=O)n1C2,-13%[44.1 µM]
Oc1ccc(CN2CCCCC2c2nc(CCOCC3CC3)no2)cc1 (stereo not drawn),i
CC(C)(N)C(=O)N1CCC(n2nccc2NC(=O)c2ccccc2)CC1,2%

(further entries)
SMILES,Pf Dd2 inh
O=C(CCc1cc2n(n1)CCN(C(=O)c1ccc[nH]1)C2)N1CCOCC1,-3%
CS(=O)(=O)Nc1ccc(C2(C(=O)NCc3ccc(F)c(Cl)c3)CCCCC2)cc1,i
CCS(=O)(=O)Nc1ccc(C2(C(=O)NCc3cccs3)CCCCC2)cc1,i
CN(CC1CCOCC1)C(=O)Nc1cc(F)c(F)c(F)c1,-16%
Cc1cnc(C(=O)NC2C[C@H]3CC[C@@H](C2)N3C(=O)c2cnccc2C)cn1 (stereo partly drawn),0%
N[C@@H]1CN(c2ncccn2)C[C@H]1CO,?
O=C(NC[C@H]1Cn2c(-c3ccc(Cl)cc3)cnc2CO1)c1cccnc1,i
O=C(c1ccccc1)N1CCC2(C1)C(=NC1CCCC1)NC(=O)N2c1cccnc1 (stereo not drawn),7%&8%
CCOc1cccc(CNC(=O)C2CCCCC(=O)N2Cc2cccc(OC)c2)c1 (stereo not drawn),-6%
CC(C)CC(=O)NCCc1noc(C2CC2)n1,-11%

Assay outcomes (PubChem)

Not all compounds are listed, so the mix of outcomes need not match the whole.
